# Exocytosis inh = LAMP-1 surface exposure blockers, TALL-104 cells – cell-based, flow cytometry, MLPCN library, primary screen. TALL-104 LAMP-1 surface exposure; cells stimulated with thapsigargin and PMA. inhibition, % at 10 µM. 0.66% of 360,000 active. AID 651702, 2012;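 active = inhibition above about 55%, limit read from the data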
# NOD2-RIPK2 inh = NOD2-RIPK2 binding disruptors in cells, primary screen, fluorescence, CHO cells, BLA complementation. Receptor-interacting serine/threonine-protein kinase 2 (Homo sapiens), O43353. CCF4 ratio. inhibition, % at 4.98 µM. 0.38% of 360,000 active. AID 624267, 2012; in the data active = inhibition above about 21%;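 note: 0% = vehicle only and 100% = reference blocker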
# LRH-1 inv ag = LRH-1 (NR5A2) inverse agonists, primary screen, cell-based, luminescence, HEK293T, StAR-luciferase reporter. Nuclear receptor subfamily 5 group A member 2 (Homo sapiens), O00482. LRH-1 transfected, 24 h. inhibition, % at 3.6 µM. 0.13% of 360,000 active. AID 602396, 2012;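 active = inhibition above the mean inhibition of all tested compounds plus 3 SD, cut at about 73% in these data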;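 note: 0% = DMSO wells and 100% = reporter-only cells lacking LRH-1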
# Target sequence (O00482 whole entry, looked up): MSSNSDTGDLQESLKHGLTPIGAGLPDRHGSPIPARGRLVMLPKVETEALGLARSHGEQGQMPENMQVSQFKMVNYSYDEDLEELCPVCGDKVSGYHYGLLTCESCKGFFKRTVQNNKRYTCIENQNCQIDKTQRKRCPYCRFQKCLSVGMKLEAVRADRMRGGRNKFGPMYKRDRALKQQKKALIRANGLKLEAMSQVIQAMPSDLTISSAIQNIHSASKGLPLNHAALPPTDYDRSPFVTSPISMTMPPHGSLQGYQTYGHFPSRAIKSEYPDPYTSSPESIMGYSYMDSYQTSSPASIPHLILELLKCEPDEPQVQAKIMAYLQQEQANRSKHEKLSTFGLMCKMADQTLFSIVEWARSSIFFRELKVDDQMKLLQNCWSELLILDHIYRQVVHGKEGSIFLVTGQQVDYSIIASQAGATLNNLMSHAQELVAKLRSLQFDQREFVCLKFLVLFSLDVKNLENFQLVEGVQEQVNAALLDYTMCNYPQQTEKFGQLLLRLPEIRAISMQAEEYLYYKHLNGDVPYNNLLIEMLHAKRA
# NCOA3 inh = SRC3 coactivator transcriptional activity inhibitors, primary screen, cell-based, luminescence; 0.17% of 360,000 active; HEK293 GAL4-SRC3 luciferase reporter; inhibition, % at 3.6 µM; Nuclear receptor coactivator 3 (Homo sapiens), Q9Y6Q9;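 active = inhibition above a per-campaign cutoff, the mean of all compounds plus 3 SD, cut at about 60% in these data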;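 note: 0% = DMSO-treated cells and 100% = gossypol-treated cells at 36 µM; higher means less SRC3-driven luciferase light from the GAL4 reporter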
# NCOA2 inhibitor = inhibition of GAL4-SRC2 driven luciferase reporter, primary screen, SRC2 inhibitor project, cell-based, luminescence | HEK293 GAL4-SRC2 luciferase reporter | inhibition, % at 9 µM | 0.17% of 370,000 active;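 active = inhibition above the mean inhibition of all tested compounds plus 3 SD, set per campaign, cut at about 52% in these data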;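 note: 0% = DMSO treated cells and 100% = cells given Gossypol at 36 µM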
# NR2F2 inh = NR2F2 transcriptional activity inhibitors, primary screen, cell-based, luciferase reporter, HEK293T, luminescence; COUP transcription factor 2 (Homo sapiens), P24468; HEK293T NGFI-A luciferase reporter; 0.7% of 370,000 active; inhibition, % at 8.6 µM;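 active = inhibition above a per-plate cutoff, mean inhibition of test wells between control levels plus 3 SD, cut at about 38% in these data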;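 note: cells cotransfected with COUP-TFII expression vector driving the NGFI-A reporter; 0% = median of COUP-TF2 test wells and 100% = reporter-only cells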
# Target sequence (P24468 whole entry, looked up): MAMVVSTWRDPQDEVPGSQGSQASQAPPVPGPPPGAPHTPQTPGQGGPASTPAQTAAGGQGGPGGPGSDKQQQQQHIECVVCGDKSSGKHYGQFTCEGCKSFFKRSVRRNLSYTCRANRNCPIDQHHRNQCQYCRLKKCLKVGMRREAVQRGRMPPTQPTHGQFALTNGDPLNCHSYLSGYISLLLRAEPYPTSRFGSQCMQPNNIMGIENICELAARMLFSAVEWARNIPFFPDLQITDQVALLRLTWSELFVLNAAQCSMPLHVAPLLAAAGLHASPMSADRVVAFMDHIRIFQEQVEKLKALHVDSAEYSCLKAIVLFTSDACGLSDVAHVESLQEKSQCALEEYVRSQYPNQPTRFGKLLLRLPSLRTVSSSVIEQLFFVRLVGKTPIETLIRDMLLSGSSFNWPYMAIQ
# TWEAK-Fn14 inh = inhibitors of TWEAK-Fn14 signaling, primary screen, luciferase reporter cells, uHTS; AID 1159606, 2016; inhibition, % at 10 µM; TWEAK-stimulated Fn14 reporter cells, luciferase luminescence, 8 h; 2% of 360,000 active; in the data active = inhibition above about 50%
# TLR9-MyD88 block = inhibitors of TLR9-MyD88 association in cells, primary screen, cell-based, CHO, BLA complementation, fluorescence; 0.21% of 340,000 active; CCF4 FRET ratio; Toll-like receptor 9 (Homo sapiens) + Myeloid differentiation primary response protein …; inhibition, % at 4.98 µM;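 active = inhibition above the mean over all tested compounds plus 3 SD, cut at about 21% in these data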;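 note: 0% = DMSO only wells and 100% = clavulanate BLA inhibitor control wells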
# ABHD5 PLIN5 PPI = ABHD5-PLIN5 interaction inhibitors, primary screen, cell lysate, split luciferase complementation, luminescence; inhibition, % at 4 µM; 0.78% of 360,000 active; Perilipin-5 (Homo sapiens) + 1-acylglycerol-3-phosphate O-acyltransferase ABHD5 (Homo …; Split G. princeps luciferase complementation, 4 h;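 active = inhibition above the mean inhibition across every tested compound plus 3 SD, cut at about 22% in these data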;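 note: 0% = DMSO only wells and the 100% control is not disclosed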
# TROY NFkB inh = inhibitors of TROY-driven NF-kB signaling, primary screen, Q293 LMP1-TROYcd cells, NF-kB luciferase, uHTS; Q293 LMP1-TROYcd NF-kB luciferase reporter, 4 h; 0.98% of 360,000 active; inhibition, % at 10 µM; AID 1347056, 2019;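 active = compounds whose plate-normalised and pattern-corrected inhibition of the luciferase reporter signal at the single screening dose is 50% or more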
# NCOA1 inh = SRC1 coactivator transcriptional activity inhibitors, primary screen, cell-based, luminescence | 0.12% of 360,000 active | Nuclear receptor coactivator 1 (Homo sapiens), Q15788 | inhibition, % at 3.6 µM | HEK293 GAL4-SRC1 luciferase reporter;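 active = inhibition above the campaign mean plus 3 SD, with each screening campaign given its own cutoff, cut at about 60% in these data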;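 note: 0% = DMSO treated cells and 100% = gossypol at 36 µM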
# Starred values were filed as active, the others as inactive; x = not tested or not shown; & = joins results of further samples.
SMILES,Exocytosis inh,NOD2-RIPK2 inh,LRH-1 inv ag,NCOA3 inh,NCOA2 inhibitor,NR2F2 inh,TWEAK-Fn14 inh,TLR9-MyD88 block,ABHD5 PLIN5 PPI,TROY NFkB inh,NCOA1 inh
COc1ccccc1CN1CCCCC1c1cccnc1 (stereo not drawn),0,0,-4,13,4,0,4,-1,-2,14,-35
CN(C)C(=O)Oc1ccc(OC(=O)N(C)C)cc1,8,1,-1,-12,5,17,-2,2,-1,-5,-5
COCCn1c(O)c(/C=N/NC(=O)CSC(=S)N2CCCC2)c(=O)[nH]c1=S,-4,5,-4,6,-9,-19,2,7,1,0,-2
Cn1c(O)c(/C=N/NC(=O)c2ccncc2)c(=O)n(C)c1=S,2,-4,9,-12,-26,-28,10,x,8,1,-4
O=C(NCCN1CCOCC1)c1ccc(Cl)nc1Cl,4,-5,-20,8,5,-4,-14,3,3,7,2
O=C1Nc2ccc(Br)cc2C(c2ccc(Cl)cc2)=NC1O (stereo not drawn),-37,-7,8,0,-36,5,3,-4,5,6,7
O[C@@H]1CCCC[C@H]1N1CCC(c2ccccc2)CC1,2,-11,18,-5,13,17,0,7,1,-4,3
CCOP(=O)(OCC)C(O)c1cccc([N+](=O)[O-])c1 (stereo not drawn),-2,-8,-8,-4,-8,7,-5,-2,-1,-9,-14
CCN1C(=O)CC(c2cccnc2)=Nc2ccccc21,4,-8,11,-13,9,13,1,-2,-6,8,3
O=c1cccc2n1CC1CC2CN(c2ncnc3c2cnn3-c2ccccc2)C1 (stereo not drawn),-5,-7,11,16,4,-8,1,-3,-1,6,-4
CN(C)CCN=Cc1c(O)n(C2CCCCCC2)c(=O)[nH]c1=O,0,-2,10,7,6,10,4,0,4,6,3
O=C(O)C(Cc1cnc[nH]1)NS(=O)(=O)c1ccc(Cl)cc1 (stereo not drawn),-2,-4,6,10,-3,2,-1,3,-1,7,-1
COc1cc(OC)c([C@H]2C=C(C)[C@H]3C[C@@H]2C3(C)C)c(OC)c1,-1,-1,-3,18,0,8,13,-13,-4,9,-4
COc1cc2c(cc1OC)C13CCN4C=C5CCOC6CC(=O)N2C1C6C5CC43 (stereo not drawn),-10,6,-7,12,10,5,4,-10,3,4,2
CC(c1ccccc1)n1cncc1C(=O)N1CCCC1=O (stereo not drawn),-4,-14,-2,7,9,-15,5,-2,5,14,-6
CCOc1ccc(N2C(=O)CC(=O)NC2=O)cc1,-7,8,-14,14,-4,10,-13,4,19,-9,-3
COC(=O)C1=Nc2ccccc2/C1=C\c1c(O)n(-c2ccc(OC)cc2)c(=O)[nH]c1=O,-2,-2,18,0,13,10,65*,5,38*,35,9
CCCCOc1ccc(CN2CCN(CCO)CC2)cc1,0,-5,-15,-7,-37,-18,-21,-1,2,-28,-1
N#CC(C#N)=Cc1ccc(-c2ccccc2F)o1,6,6,2,17,-3,-2,70*,2,1,11,-9
CN(C)C(=O)Oc1noc2cc(Cl)ccc12,-5,4,20,-9,3,4,18,-7,0,-9,-8
c1ccc2c(N3CCNCC3)nsc2c1,4,6,6,23,31,7,14,8,-13,9,21
O=C(c1cn(Cc2ccccc2)c2ccccc12)N1CCCCC1,1,0,7,17,8,5,29,-5,1,3,-3
O=C1NCN(c2ccccc2)C12CCN(C(c1ccnc3ccccc13)c1nnnn1-c1ccc3c(c1)OCCO3)CC2 (stereo not drawn),-5,6,-12,7,0,5,41,x,8,9,12
N#Cc1ccccc1Cn1cc(C(=O)c2ccccc2F)c2ccccc21,-2,-2,-6,19,18,-7,-8,-4,17,-3,-1
CCN[C@@H](C)Cc1cccc(C(F)(F)F)c1,0,-2,-19,4,-10,-23,-1,-10,-1,-4,-15
# Next results follow.
SMILES,Exocytosis inh,NOD2-RIPK2 inh,LRH-1 inv ag,NCOA3 inh,NCOA2 inhibitor,NR2F2 inh,TWEAK-Fn14 inh,TLR9-MyD88 block,ABHD5 PLIN5 PPI,TROY NFkB inh,NCOA1 inh
CCCCn1c(NC(=O)c2ccc(Br)o2)c(C(=O)OCC)c2nc3ccccc3nc21,-1,14,46,26,3,17,71*,9,-29,59*,0
O=C(COc1ccccc1)N1CCN(C2CC3CCC2C3)CC1 (stereo not drawn),-2,0,0,9,-10,-1,-2,-1,0,2,-8
CCCCn1c(O)c(C(CC)=NCc2cc(OC)cc(OC)c2)c(=O)[nH]c1=O,0,-5,6,1,-2,13,9,0,-4,6,-3
CSc1nc(NC(C)C)nc(NC(C)C)n1,5,9,13,4,-2,-10,23,-9,3,7,-2
Cc1ccc(OP2(=O)Nc3cc(C)c(C)cc3S2)cc1 (stereo not drawn),-1,1,-65,-29,-35,-2,65*,-4,0,40,-40
COC(=O)[C@@H]1[C@@H](C(=O)OC)C2(c3ccccc3-c3ccccc32)N(c2ccc(Cl)cc2)N1C#N,21,71*,13,48,12,47*,26,2,78*,84*,7
CCC(C)(C)n1nnnc1CN1CCC(n2c(C)nc3cc(C(F)(F)F)ccc32)CC1,-1,-3,21,6,-2,0,-23,-10,2,-7,26
CCOP(=O)(OCC)C(O)c1ccc(OC)cc1OC (stereo not drawn),4,-2,22,5,5,-9,3,-4,-6,3,8
O=C(Cn1c(=S)[nH]c2ccccc2c1=O)N1CCC2(CC1)OCCO2,-2,-8,-6,-9,-23,1,6,0,-2,22,-2
S=P(Nn1cnnc1)(c1ccccc1)c1ccccc1,1,-9,0,-1,-17,-1,3,-4,30*,-14,-2
O=c1[nH]c(=O)n(Cc2ccc(F)cc2)c(O)c1C=NCCCN1CCOCC1,2,-1,4,-6,-12,2,1,4,-3,-7,-6
Cc1cc(C)cc(N2C(=O)NC(=O)/C(=C\C=C\c3ccco3)C2=O)c1,50,4,7,3,-6,0,9,-2,23*,5,-4
CS(=O)(=O)c1ccc(C(=O)N2CCC(C(=O)O)(c3ccccc3)CC2)cc1,-6,0,3,-10,-12,-12,6,-6,-5,-7,-40
C=CCn1cc(C=C2C(=O)NC(=O)NC2=O)c2ccccc21,-6,-1,0,2,-36,1,-20,6,16,-9,12
O=C(Cn1cc(C=C2C(=O)NC(=O)NC2=O)c2ccccc21)NCC1CCCO1 (stereo not drawn),-16,-25,-3,5,17,4,12,-6,19,13,13
COc1ccc(N2C(=O)/C(=C/c3ccco3)C(=O)NC2=S)cc1,13,1,1,-31,-13,-5,19,-7,3,10,8
Cc1ccc(C(C)C)c(OCC(=O)N2CCN(CC(=O)N3CCOCC3)CC2)c1,-3,-4,14,-3,-4,-3,4,-2,-6,9,-18
CN1C(=O)C(=Cc2ccccc2OCCOc2ccc([N+](=O)[O-])cc2)C(=O)N(C)C1=O,-7,7,4,4,-11,-11,-4,2,13,-11,-21
CCOC(=O)[C@]12Cc3ccccc3[C@H]1N(CCC(=O)OC)C(=O)c1cc(OC)ccc12,-2,4,0,x,-13,-12,31,x,11,28,x
C[n+]1c(-c2ccccc2)sc2ccccc21,2,5,13,-8,5,15,-2,11,-2,-3,10
COc1ccc(/C=C2\C(=O)NC(=O)N(CCC3=CCCCC3)C2=O)c(OC)c1,28,-8,-10,17,14,-2,0,5,-16,-15,-20
Cn1cccc1C1CCCN1CC(=O)Nc1ccc(C#N)c(Cl)c1 (stereo not drawn),22,-5,12,-7,9,-10,-3,3,-3,6,9
COc1ccc(OC(=O)N(C)C[C@H]2OCc3cnnn3CCCC(=O)N([C@H](C)CO)C[C@@H]2C)cc1,0,-9,17,-5,10,-11,9,-6,2,4,-14
CSCCC(c1nnnn1-c1ccc2c(c1)OCCO2)N1CCC(n2c(=O)[nH]c3ccccc32)CC1 (stereo not drawn),-3,-10,29,43,0,36,26,x,7,27,39
COc1ccc(C2(C#N)CCN(C)CC2)cc1,-3,-14,9,14,-10,-13,24,-8,-1,11,-10
# (list continues)
SMILES,Exocytosis inh,NOD2-RIPK2 inh,LRH-1 inv ag,NCOA3 inh,NCOA2 inhibitor,NR2F2 inh,TWEAK-Fn14 inh,TLR9-MyD88 block,ABHD5 PLIN5 PPI,TROY NFkB inh,NCOA1 inh
O=c1[nH]c(=S)n(-c2ccccc2)c(O)c1C=NCc1ccccn1,0,-1,3,9,-9,-14,3,x,-3,-4,8
CC(C)C/C(=N/O)c1c[nH]c2ccccc12,3,-9,12,-9,11,7,11,-2,-6,1,-13
CC[N+]12CCC(CC1)C(=C(c1ccccc1)c1ccccc1)C2,4,-11,-4,23,4,8,-9,7,2,-15,2
CCOC(=O)c1c(C)n(Cc2ccccc2)c2ccc(OCC(O)CN3C(=O)CNC3=O)cc12 (stereo not drawn),1,-11,-3,13,-20,13,10,-5,1,4,23
O=C(NCC1=C(c2ccc3ccccc3c2)C[C@@H]2CC[C@H]1N2Cc1ccco1)c1ccc([N+](=O)[O-])cc1,4,5,2,12,-2,20,2,1,7,7,1
O=C1CC(=O)N(Cc2ccccc2)C(=S)N1,-9,-16,-5,4,-11,-3,40,4,-7,-13,3
COC(=O)C1=C(c2cccc(OCc3ccccc3)c2)C[C@@H]2CC[C@H]1N2C,3,1,7,9,-5,-5,3,12,4,-2,-18
C[C@]12CCC3C(CC[C@H]4C[C@@H](O)CC[C@]34C)C1CC[C@@H]2O (stereo partly drawn),16,4,-1,2,8,11,11,-7,7,-5,5
O=C(NCCCN1CC1)Nc1cccc2ccccc12,-1,-2,-3,-11,2,12,-25,-7,6,9,-3
Cc1nn(Cc2ccccc2)c(C)c1C(=O)NC1CCCc2ccccc21 (stereo not drawn),-5,-7,18,-1,8,10,-17,3,8,-20,8
COC(=O)C1=C(c2cccc(C#N)c2)C[C@@H]2CC[C@H]1N2C(=O)NCCc1ccccc1,0,-4,4,17,12,6,-23,-1,-4,4,0
CC(=O)OC1C2CCCC1C(N1CCCC1)CC2 (stereo not drawn),1&8,-2&0,1&6,-16&-4,-1&-2,24&1,9&13,7&3,-1&-1,-5&-9,-6&1
COc1ccc(CNC(=O)CCC(=O)N2C[C@H]3C[C@H](C2)c2cccc(=O)n2C3)cc1OC,-3,-3,-6,-6,13,-17,9,0,6,2,1
C[C@H]1C(=O)O[C@@H]2CCN3CC=C(COC(=O)[C@](C)(O)[C@]1(C)O)[C@H]23,-7,-2,6,-13,-36,-6,1,1,-7,-1,5

# Screening results as filed in PubChem.

# These rows are one share of the data (hit frequency here may not be typical).
